C-LANA FP: inhibitors of KSHV LANA C-terminal domain DNA binding; MBP-C-LANA/FAM-LBS DNA binding, fluorescence polarization; hit rate 0.078% among 340,000; inhibition, % at 9 µM;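 active = highest replicate inhibition at or above 60% at 9 µM, even if other replicates fall short; inactive = all replicates below 60% inhibition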;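 also: 0% = neutral control wells and 100% = 4 µM acridine orange control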
CAL-PDZ inh HTS: CAL PDZ (human) peptide binding inhibition; purified CAL PDZ, TMR-peptide fluorescence polarization, 1 h; inhibition, % at 24.9 µM; hit rate 0.92% among 300,000; AID 602252;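 active = mean inhibition of at least 30% with at least half of replicates also reaching 30%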;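 also: 0% = DMSO neutral control and 100% = excess unlabeled competitor peptide PRC23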
Keap1 Nrf2 FP: disrupts human Keap1 binding to Nrf2 peptide; Q14145; Keap1 Kelch-Nrf2 peptide fluorescence polarization, 1536-well; inhibition, % at 9.4 µM; hit rate 0.15% among 340,000; in the data active = inhibition above about 12%;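 also: human Keap1 Kelch domain with fluorescein labeled Nrf2 9mer peptide probe; 0% = neutral control wells and 100% = peptide positive control; higher means more block of Keap1 binding to Nrf2 peptide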
Target sequence (Q14145 whole entry, looked up, the tested form may be a part): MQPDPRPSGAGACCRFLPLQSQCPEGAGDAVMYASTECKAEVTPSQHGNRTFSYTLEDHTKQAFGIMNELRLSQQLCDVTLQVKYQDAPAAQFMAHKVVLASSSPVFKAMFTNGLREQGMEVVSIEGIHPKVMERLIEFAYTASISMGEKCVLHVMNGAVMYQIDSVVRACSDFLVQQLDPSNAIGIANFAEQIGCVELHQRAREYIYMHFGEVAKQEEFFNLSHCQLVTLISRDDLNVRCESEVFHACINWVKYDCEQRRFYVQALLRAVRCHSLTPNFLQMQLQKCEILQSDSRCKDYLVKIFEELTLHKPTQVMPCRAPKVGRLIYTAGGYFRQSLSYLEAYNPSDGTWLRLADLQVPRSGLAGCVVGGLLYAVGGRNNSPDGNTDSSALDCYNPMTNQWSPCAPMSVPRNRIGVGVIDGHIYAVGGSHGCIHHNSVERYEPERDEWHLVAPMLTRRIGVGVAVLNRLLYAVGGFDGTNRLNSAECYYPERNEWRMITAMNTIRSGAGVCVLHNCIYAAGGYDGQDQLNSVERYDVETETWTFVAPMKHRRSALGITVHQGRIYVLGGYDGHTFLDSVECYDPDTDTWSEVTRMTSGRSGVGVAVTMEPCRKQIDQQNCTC
V-ATPase pHluor: regulators of yeast V-ATPase proton transport; S. cerevisiae, pHLuorin cytosolic pH fluorescence; hit rate 0.37% among 350,000; response, % at 10 µM; in the data active = response mostly above about 7.3%, no sharp cut-off; inactive = mostly below about 5.4%; also: actives read high; inactives centre near 0; some compounds called inactive have numbers as strong as hits; reference of the scale not given here
MOR-DOR inv ag: inverse agonist of human OPRM1-OPRD1 heterodimerization; cell-based MOR-DOR heterodimer luminescence, inverse agonism; inhibition, % at 9.3 µM; hit rate 0.21% among 340,000; AID 504357; in the data active = inhibition above about 22%, passing the limit was not always enough;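 also: 0% = cells with DMSO and 100% = wells without cells with DMSO; values of inactives mirror those of a sister screen read the other way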
RTF Ca sens inh: cardiac RTF calcium desensitization; hit rate 0.12% among 340,000; inhibition, % at 7.15 µM; P19429+P45379; AID 493244; IANBD-labeled cardiac RTF, Ca2+ fluorescence;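 active = inhibition above the mean inhibition of all tested compounds plus 3 SD, cut at about 17% in these data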;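 also: assay run at fixed EC70 calcium of 1.6 mM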
HTR5A inv ag: HTR5A inverse agonism, opioid heterodimer counter-screen | P47898 | HTR5A cell line, luminescence | hit rate 0.083% among 340,000 | AID 504634 | inhibition, % at 9.3 µM; in the data active = inhibition mostly above about 23%, no sharp cut-off; inactive = mostly below about 18%;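 also: 0% = cells with DMSO and 100% = no-cell wells with DMSO; some compounds called inactive have numbers as strong as hits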
Target sequence (P47898 whole entry, looked up): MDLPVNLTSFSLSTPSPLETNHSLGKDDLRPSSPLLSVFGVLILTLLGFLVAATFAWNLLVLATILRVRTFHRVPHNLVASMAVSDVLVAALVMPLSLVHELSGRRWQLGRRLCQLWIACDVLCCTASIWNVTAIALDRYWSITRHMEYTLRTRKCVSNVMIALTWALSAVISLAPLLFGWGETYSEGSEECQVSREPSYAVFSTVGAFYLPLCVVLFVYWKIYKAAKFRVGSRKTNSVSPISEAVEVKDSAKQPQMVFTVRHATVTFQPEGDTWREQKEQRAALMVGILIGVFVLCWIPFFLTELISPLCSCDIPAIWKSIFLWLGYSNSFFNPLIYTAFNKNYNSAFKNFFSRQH
HTR5A ag ctr: HTR5A agonism, opioid heterodimer counter-screen; HTR5A agonist assay, luminescence, cell-based; activation, % at 9.3 µM; hit rate 0.61% among 340,000; in the data active = activation mostly above about 9.5%, no sharp cut-off; inactive = mostly below about 7.6%;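 also: 0% = cells with vehicle only and 100% = reference agonist; strong numbers were not always called active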
cardiac RTF act: cardiac RTF calcium sensitization; IANBD-labeled TnC RTF fluorescence at EC20 calcium; 0% EC20 calcium, 100% full calcium; hit rate 0.24% among 340,000; activation, % at 7.2 µM;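 active = activation above the mean over all tested compounds plus 3 SD, cut at about 30% in these data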;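 also: rise in fluorescence read as greater calcium sensitivity of cardiac thin filaments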
MOR-DOR ag: agonists of human mu-delta opioid receptor heterodimerization | P35372+P41143 | cells, OPRM1-OPRD1 heterodimerization, luminescence | activation, % at 9.3 µM | hit rate 0.3% among 340,000 | AID 504326; in the data active = activation above about 18%;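 also: 0% = vehicle-treated cells and 100% = reference agonist; values of inactives mirror those of a sister screen read the other way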
Active calls of the source: *; . = no result given.

SMILES	C-LANA FP	CAL-PDZ inh HTS	Keap1 Nrf2 FP	V-ATPase pHluor	MOR-DOR inv ag	RTF Ca sens inh	HTR5A inv ag	HTR5A ag ctr	cardiac RTF act	MOR-DOR ag
CCCC(O)(CCC)C(=O)NN(C(=O)CCl)c1cccc(C)c1	-0.5	-4.7	-5.4	-0.4	4.2	0.3	-4.2	2.8	-2.8	-0.9
Cc1ccc(C(=O)Nc2ccc(Cl)cc2C(F)(F)F)c(Cl)c1	-0.7	-2.4	-4.1	-0.5	-30.7	-8.5	-7.7	2.2	12.8	5.8
COC(=O)C[C@H](NC(=O)Cn1cnc2c(NCc3ccccc3)ncnc21)C(=O)OC	1.1	-4.7	3.7	0.2	.	-5.0	.	.	-2.8	.
N=C1C(c2nc3ccccc3s2)=C(O)CN1Cc1ccco1	1.8	-2.6	-0.8	0.9	-2.0	-29.8	13.7	-2.3	8.7	0.4
O=C(O)c1ccccc1-c1nnc2c(Cl)cc(C(F)(F)F)cn12	-1.8	0.6	0.4	1.8	12.1	-1.9	-3.6	1.0	-1.7	-2.7
Cc1ccnc(NC(=O)CCCc2ccccc2)c1	-0.6	-0.5	-2.0	-2.2	11.2	-1.1	1.8	-0.7	-1.7	-2.2
CCCCOC(=O)Nc1ccc(C)c(Cl)c1	0.5	-3.6	6.2	-3.1	-49.0	-8.6	-13.4	5.2	-2.9	9.8
CN(C)CCC(=O)C(Cc1ccccc1)c1ccccc1 (configuration not stated)	-0.7	-3.0	-19.4	5.6	-7.1	-4.3	-4.8	4.7	1.6	1.4
COc1ccc(-c2noc(CCC(=O)NCCc3ccccc3)n2)cc1OC	-0.5	-3.3	-8.3	7.5	5.2	-2.1	5.1	-1.4	3.8	-1.1
Cc1ccc(/C=C2\SC(=S)N(CCCC(=O)Nc3cc(C)on3)C2=O)cc1	2.1	-5.1	-1.0	4.4	21.7	-0.3	-1.9	-2.1	-4.6	-3.9
COc1ccc(Cl)cc1NC(=O)Cn1nnc(C(=O)NCc2ccc3c(c2)OCO3)c1N	-0.5	.	2.3	-0.5	-22.6	1.7	-27.1	6.3	2.6	4.4
C#CC(CC)(CC)NC(=O)Nc1ccccc1C(=O)OC	1.6	-3.7	3.3	-1.0	9.3	-3.4	10.8	-4.5	-4.0	-1.9
Nc1ccc(C(=O)N2CCN(S(=O)(=O)/C=C/c3ccccc3)CC2)cc1[N+](=O)[O-]	1.6	2.9	1.7	-0.9	6.4	0.0	-4.2	1.5	-3.3	-1.0
Cc1cc(=O)cc(C)n1-c1ccccc1N1CCOCC1	-1.4	-2.8	2.7	-1.3	2.3	-0.5	5.2	0.3	4.7	-0.4
O=S(=O)(c1ccc2nc(N3CCN(c4ccccc4F)CC3)ccc2c1)N1CCCCC1	0.5	-5.5	-6.3	2.1	7.2	-2.9	-0.3	0.1	7.1	-1.4
N#Cc1c(C(F)(F)F)cc(C2CC2)nc1N1CCCC1	-0.3	0.4	0.4	-3.5	-8.4	-8.9	-23.9	10.9	-0.6	1.7
O=C1COc2ccc(C(=O)C[n+]3cccc(O)c3)cc2N1	-1.1	-3.6	-3.4	2.1	-5.5	-5.0	-16.3	9.1	4.5	1.1
CCC(C)[C@H](NC(=O)N1c2ccccc2NC(=O)[C@@H]1C(C)C)C(=O)N[C@@H](Cc1ccccc1)C(=O)O (some centres not stated)	-0.1	-0.1	-3.9	-3.8	11.6	2.1	9.9	4.2	2.3	-2.3
CN(CC(=O)Nc1ccc(Cl)cc1)C(=O)C1=COCCO1	1.0	0.2	-4.1	-3.7	19.5	-12.9	11.3	-4.6	2.4	-3.8
CCOC(=O)c1cc2c(=O)n3ccccc3nc2n(CC2CCCO2)c1=NC(=O)/C=C/c1ccccc1 (configuration not stated)	-3.3	-1.0	-0.7	-2.8	7.7	11.2	-2.9	1.0	0.4	-1.6
Cc1occc1-c1nnc(SCC(=O)c2ccc(Cl)cc2)n1CC1CCCO1 (configuration not stated)	-1.4	-1.7	0.9	-4.8	1.2	-7.1	7.4	1.3	2.0	-0.2
Cc1cccc(C(=O)Nc2ccccc2N2CCN(c3ccc(F)cc3)CC2)c1	0.2	11.9	-1.9	3.4	-24.9	-3.7	-19.9	1.2	-2.1	4.0
CN1CCN(C(=O)C2=C[C@H](c3ccc(Br)cc3)C[C@H](OCCCCO)O2)CC1	-0.7	-4.3	-2.0	1.3	9.0	-13.9	-32.5	1.6	3.9	-1.7
Cn1c(=O)c2c(nc(CN3CCCCC3)n2CCCc2ccccc2)n(C)c1=O	-0.9	-3.4	-5.3	-1.9	-11.4	-14.1	-19.4	2.4	-3.4	2.2
O=C(/C=C/c1ccc(Cl)cc1)NCc1ccco1	-2.7	-1.9	-5.0	-1.0	8.5	-13.7	1.3	0.0	9.1	-1.7
COC(=O)COc1ccc(S(=O)(=O)Nc2ccc3c(c2)OCCO3)cc1Cl	-2.3	-6.7	2.4	0.5	-9.8	-7.1	3.0	4.5	1.7	1.8
CC1CCCCN1C(=O)CSc1nc(-c2ccccc2)cn1N (configuration not stated)	-1.2	-1.7	-11.5	1.2	1.4	1.0	-1.0	0.4	-1.3	-0.3
CC[C@H]1C(=O)[C@@H](Cc2ccccc2)[C@@H]2CCN3C(=O)CCC[C@H]1[C@H]23	-0.4	-2.3	-1.4	-0.6	8.2	-12.5	3.0	0.6	7.3	-1.5
CCOC(=O)c1c[nH]c2c(C)cc(C)cc2c1=O	1.1	.	-3.9	0.2	10.9	-1.6	12.5	-5.2	3.9	-2.3
Cc1cccc(Cl)c1OCCN1CCCC1	-0.7	-15.7	1.5	1.2	16.4	3.8	11.2	-3.0	4.9	-3.3

Sorted by the number under V-ATPase pHluor (high to low): 3 of the compounds above
SMILES	C-LANA FP	CAL-PDZ inh HTS	Keap1 Nrf2 FP	V-ATPase pHluor	MOR-DOR inv ag	MOR-DOR ag
CC1CCCCN1C(=O)CSc1nc(-c2ccccc2)cn1N (configuration not stated)	-1.2	-1.7	-11.5	1.2	1.4	-0.3
Cn1c(=O)c2c(nc(CN3CCCCC3)n2CCCc2ccccc2)n(C)c1=O	-0.9	-3.4	-5.3	-1.9	-11.4	2.2
Cc1occc1-c1nnc(SCC(=O)c2ccc(Cl)cc2)n1CC1CCCO1 (configuration not stated)	-1.4	-1.7	0.9	-4.8	1.2	-0.2

(further entries)
SMILES	C-LANA FP	CAL-PDZ inh HTS	Keap1 Nrf2 FP	V-ATPase pHluor	MOR-DOR inv ag	RTF Ca sens inh	HTR5A inv ag	HTR5A ag ctr	cardiac RTF act	MOR-DOR ag
CCCCCCCCCC(=O)Nn1cnc2ccccc2c1=O	0.2	-3.2	-1.3	0.5	8.5	3.8	-0.2	0.1	3.2	-1.7
CC(C)(C)OC(=O)NCCCCCNC(=O)c1nc[nH]c1C(=O)N1CCN(C(=O)OC(C)(C)C)CC1	0.7	-4.8	2.0	3.8	9.8	-4.0	-29.0	-4.6	-2.2	-1.7
O=C(COC(=O)CNS(=O)(=O)c1c(F)cccc1F)NC(=O)NC1CCCCC1	0.8	4.4	-0.1	5.1	11.6	2.6	-3.1	1.3	-3.1	-2.9
COc1cccc(C(=O)CC(=O)C(=O)Nc2ccc(C)cc2Cl)c1	2.5	-6.4	-3.2	-2.2	1.4	-2.1	-20.2	5.2	-1.9	-0.2
Cc1nnc(SCc2cccc(CSc3nnc(C)s3)c2)s1	-0.7	0.5	-0.8	-1.7	13.4	0.4	-18.5	4.0	-0.9	-2.4
CCN(CC)S(=O)(=O)c1cccc(-c2n[nH]c(=S)n2/N=C/c2ccc(Br)cc2)c1	0.7	-1.8	-0.8	2.3	-6.5	-17.0	11.6	-4.0	-3.4	1.3
CCn1c(CCCOc2ccc(Cl)cc2Cl)nnc1SCC(=O)Nc1cccc(F)c1	2.8	0.1	3.0	-3.3	-28.3	-4.7	10.1	-1.4	-2.0	5.1
CC1CCCCN1C(=O)c1cccc(NC(=O)c2ccccc2)c1 (configuration not stated)	-0.6	75.7*	2.6	1.5	1.4	-0.8	-3.1	1.1	-0.1	-0.2
CCOc1ccc(C(=O)NCC(=O)OCC(=O)N2CCC(C)CC2)cc1	-0.8	-7.4	-1.4	2.6	9.9	-11.2	-48.9	0.3	1.9	-1.7
O=C(CSc1nc2ccccc2s1)Nc1ccc(N2CCOCC2)c(Cl)c1	-2.1	-2.2	-2.6	1.1	-4.4	-10.8	-1.5	0.4	7.5	0.8
CCN(CCO)Cc1cc(=O)oc2c(C)c(C)ccc12	-2.2	-2.2	-4.1	6.2	6.8	-13.5	-10.8	3.0	5.2	-1.2
Cc1ccc2c(c1)nnn2C1CCN(S(=O)(=O)c2ccc(C(=O)O)cc2)CC1	-0.3	4.5	-2.5	-0.7	6.3	-1.1	-13.2	-0.7	0.8	-1.3
O=C(CN1C(=O)CSc2ccc(S(=O)(=O)N3CCCCCC3)cc21)NCCc1ccccc1	-0.5	-0.5	-2.9	0.3	13.3	-8.6	-1.8	0.5	6.7	-2.6
Oc1ccc(/C=N/N2CCOCC2)c(O)c1O	3.3	1.8	-5.0	-2.6	-14.9	-9.2	6.0	-2.2	0.4	2.7
N/C(=N\OC(=O)c1cccc2ccccc12)c1ccncc1	2.2	-4.9	1.9	-1.4	-16.9	-5.2	-8.4	-1.0	-3.7	3.2
O=C1CCCN1CCC(=O)N1CCCC(CO)(Cc2ccccc2)C1 (configuration not stated)	-0.4	-3.6	-0.1	-0.6	4.5	1.0	-7.3	0.2	1.7	-0.8
CC1=CC(C)[C@@H]2COC(c3ccc(O)cc3)[C@H]1C2C (some centres not stated)	-0.3	-0.8	-6.6	0.7	-16.0	1.8	-23.3	6.4	-3.4	3.1
CC(C)c1cc(C(=O)NCCc2ccccc2)no1	-0.4	4.0	-4.0	-0.3	6.6	-5.8	26.8	-1.6	4.8	-1.3
CCCC(=O)N(c1ccc(OC)cc1)C1C=CS(=O)(=O)C1 (configuration not stated)	0.2	-1.9	-7.3	-4.0	12.4	-2.8	2.4	-3.3	0.8	-2.2
COc1ccc2nc(C)cc(SCC(=O)N/N=C/c3c(OC)ccc4ccccc34)c2c1	1.1	-7.5	8.5	2.3	15.6	-3.7	4.0	1.0	0.7	-3.2
O=C(Nc1ccc2nc(-c3cccs3)[nH]c2c1)c1ccco1	-0.8	-4.9	-0.7	1.9	4.2	-7.9	-15.4	1.6	0.3	-0.7
CCN1CCC(O)(C#Cc2ccccc2)CC1	-0.1	1.7	-1.1	4.6	-0.6	-6.7	-4.9	1.4	-1.2	0.1
COc1cc(OC)cc(C(=O)NC(C)CCc2ccccc2)c1 (configuration not stated)	0.7	.	-2.9	-0.2	12.7	1.6	7.2	-1.9	-1.5	-2.8
Cc1ccc(-c2ccc(CCC(=O)O)n2-c2cccc(C(=O)O)c2)cc1	0.4	-6.8	0.0	3.4	13.9	-6.5	-0.1	0.0	5.1	-3.1
COc1ccc(CC(C)N2CCN(Cc3ccccc3)CC2)cc1OC (configuration not stated)	-1.5	7.6	2.8	-1.5	4.7	-5.0	11.0	2.2	2.2	-0.8
CC(CN1C(C)CCCC1C)OC(=O)c1ccccc1Br (configuration not stated)	1.6	-0.4	-7.0	1.1	2.9	1.1	-10.6	3.0	3.4	-0.6
NC(=O)C(c1cccc(Cl)c1)c1ncc(C(F)(F)F)cc1Cl (configuration not stated)	-0.1	0.2	-4.1	1.2	9.5	-2.5	6.4	-3.7	-2.8	-1.8
COc1ccc(C(CC(=O)O)n2cnnn2)cc1 (configuration not stated)	-0.7	-2.6	0.3	0.9	14.8	-0.1	-1.2	0.4	3.6	-2.9
